PI4K2A inh – inhibitors of human PI4K2A; purified PI4K2A, ADP-Glo luminescence, 1 h; hits give low values; Q9BTU6; 0.13% of 420,000 active; AID 1346378; activity change, negative = inhibition, % at 76.9 µM; in the data active = activity change below about -50%; inconclusive = mostly about -30% to -49%;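 also: -100% = wells without enzyme as full effect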
Target sequence (Q9BTU6 whole entry, looked up): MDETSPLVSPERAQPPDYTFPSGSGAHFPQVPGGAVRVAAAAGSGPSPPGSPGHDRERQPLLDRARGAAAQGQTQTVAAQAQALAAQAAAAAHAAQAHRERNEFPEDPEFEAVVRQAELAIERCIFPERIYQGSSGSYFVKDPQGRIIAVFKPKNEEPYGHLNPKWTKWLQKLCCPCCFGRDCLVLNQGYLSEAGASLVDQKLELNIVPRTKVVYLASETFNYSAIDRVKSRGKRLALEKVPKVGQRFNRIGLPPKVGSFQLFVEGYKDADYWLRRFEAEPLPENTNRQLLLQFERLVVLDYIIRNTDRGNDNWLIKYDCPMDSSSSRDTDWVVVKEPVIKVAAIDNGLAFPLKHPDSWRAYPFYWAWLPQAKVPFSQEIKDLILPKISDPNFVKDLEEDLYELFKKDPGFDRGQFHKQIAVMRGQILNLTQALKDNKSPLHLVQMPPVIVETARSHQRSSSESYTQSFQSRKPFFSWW
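PI4K2A activity was measured by ADP-Glo luminescence: enzyme (4 ug/mL stock) and phosphatidylinositol (1.2 mM stock) in Tris pH 7.5/MgCl2/EGTA/Triton X-100 buffer were reacted with ATP (300 microM stock) for one hour at ambient temperature.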
TRHR PAM – allosterically enhances the human TRH receptor | TRHR cells, fluo-8 calcium fluorescence, EC20 TRH enhancement | enhancement, % at 2 µM | 0.66% of 360,000 active | AID 493056; in the data active = enhancement above about 30%; also: 0% is about no effect
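TRHR-expressing cells loaded with fluo-8 calcium dye were read kinetically (ex 480/em 530) during compound addition, then stimulated with an EC20 of TRH (10 nM final). Enhancement of the Gq-mediated intracellular calcium response was scored.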
D2 antagonist – antagonists of human D2 dopamine receptor | P14416 | AID 485344 | 2% of 340,000 active | inhibition, % at 10 µM | HEK293 TREx D2 cells, calcium flux, dopamine EC80; in the data active = inhibition above about 30%; also: 0% is about no effect
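Overnight-induced (tetracycline, 30 C) HEK293 T-REx cells carrying force-coupled D2 receive a no-wash calcium dye, then compound, then EC80 dopamine at 180 s; signals are read kinetically throughout.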
USP1 inh – blocks the human USP1/UAF1 deubiquitinase complex. O94782. recombinant USP1/UAF1, Ub-Rhodamine cleavage fluorescence. Potency, µM (titrated, usually from 57.1 µM), inactives show top-dose activity change, negative = inhibition, hits mostly inhibitors. 0.23% of 390,000 active. AID 743255; also: potency is read from the fitted curve at half-maximal effect; % is scaled to controls: 0 for no effect and ±100 for the full control effect; nearly all actives have a fitted effect of over 60% in size; inactives centre near -12
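High-throughput fluorogenic screen: 1nM USP1/UAF1 complex, Ub-Rho substrate 150nM final, 50mM HEPES pH 7.8 with 0.5mM EDTA, 0.1 mg/ml BSA, 1mM TCEP and 0.01% Tween-20.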
TRHR agonist – agonists of human TRH receptor | 0.18% of 360,000 active | P34981 | TRHR cells, calcium flux fluo-8, FDSS agonist mode | AID 493084 | activation, % at 2 µM; in the data active = activation above about 30%; also: 0% is about no effect
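Fluo-8-loaded TRHR cells; 10 s baseline, compound added, kinetic Ca2+ fluorescence read 1/s, agonist mode.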
TrxR1 inh – blocks rat thioredoxin reductase 1 | O89049 | recombinant rTrxR1, NADPH fluorescence consumption, selenite substrate | Potency, µM (titrated, usually from 114 µM), inactives show at the top dose activity change, negative = inhibition, usual class: inhibitors | 1% of 390,000 active; also: potency is read from the fitted curve at half-maximal effect; % is scaled to controls: 0 for no effect and ±100 for the full control effect; nearly all actives have a fitted effect of over 65% in size
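Rat TrxR1 (90 nM in the dispensed reagent) was pre-reduced with 400 uM NADPH for 5 min at room temperature, then incubated with compound for 15 min. After 400 uM selenite was added, NADPH fluorescence (Ex 340/Em 450 nm) was followed for 8 min.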
D2 ag – D2 dopamine receptor (human) agonism; P14416; HEK293 T-REx D2 cells, calcium flux agonist mode; activation, % at 2 µM; 0.53% of 340,000 active;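 active = activation over 3 SD above normal in the single-dose calcium agonist read, cut at about 30% in these data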; also: 0% is about no effect
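HEK293 Trex D2 cells, tetracycline-induced, o/n 30 C 5% CO2; no-wash Ca dye, RT 30–90 min; 10-cycle baseline, 23 nl cpd added, kinetic Ca read 180 s; agonist hits = positive Ca response.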
TrxR1 substrate – substrates of rat thioredoxin reductase 1. 0.01% of 390,000 active. Potency, µM (top dose mostly 114 µM), without a hit: top-dose activity change, negative = substrate turnover. O89049. purified TrxR1 substrate turnover, NADPH consumption readout; also: potency is read from the fitted curve at half-maximal effect; % is scaled to controls: 0 for no effect and ±100 for the full control effect; nearly all actives have a fitted effect of over 50% in size
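Rat TrxR1, dispensed at 90 nM, was prereduced with 400 uM NADPH (final) for 5 min at ~22 deg C, then incubated with compound 15 min before 400 uM selenite. A first-read NADPH fluorescence drop versus no-compound background flagged substrates.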
IDH1 R132H inh – human IDH1 R132H inhibition | 0.093% of 390,000 active | O75874 | Potency, µM (top dose mostly 76.6 µM), without a hit: top-dose activity change, negative = inhibition, usual class: inhibitors | IDH1-R132H enzyme, NADPH consumption, diaphorase/resazurin fluorescence; also: potency is read from the fitted curve at half-maximal effect; % is scaled to controls: 0 for no effect and ±100 for the full control effect; nearly all actives have a fitted effect of over 65% in size
Target sequence (O75874 whole entry R132H, stated change not applied): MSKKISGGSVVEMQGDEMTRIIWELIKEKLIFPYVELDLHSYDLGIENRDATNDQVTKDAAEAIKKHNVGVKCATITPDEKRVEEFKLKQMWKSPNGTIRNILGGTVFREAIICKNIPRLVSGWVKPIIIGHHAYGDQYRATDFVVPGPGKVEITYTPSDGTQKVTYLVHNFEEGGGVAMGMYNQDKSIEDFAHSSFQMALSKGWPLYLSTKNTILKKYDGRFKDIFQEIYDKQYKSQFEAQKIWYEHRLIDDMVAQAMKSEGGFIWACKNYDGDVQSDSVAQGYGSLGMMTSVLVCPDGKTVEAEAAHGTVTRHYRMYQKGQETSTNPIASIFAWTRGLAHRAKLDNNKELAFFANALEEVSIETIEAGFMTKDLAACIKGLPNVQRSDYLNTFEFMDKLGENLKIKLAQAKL
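IDH1-R132H (0.5 ug/mL dispensed) in pH 7.5 Tris buffer was preincubated 30 min with compound, then given a substrate mix of 0.016 mM NADPH and 2 mM alpha-KG for 80 min at room temperature; remaining NADPH was read by diaphorase/resazurin fluorescence.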
An asterisk follows results filed as active; ? = inconclusive; . = not tested or not shown; & = joins results of further samples; [ ] = dose if it differs, or a comment. Unless noted, calls follow the shape of the dose curve; as a rule, active = well fitted inhibition curve with a large enough effect; inconclusive = small, poorly fitted or top-dose-only effect; inactive = no such curve, though single readings can be large or run the other way.

No.	Molecule	PI4K2A inh	TRHR PAM	D2 antagonist	USP1 inh	TRHR agonist
1	Cc1noc(C)c1CSCc1ccc(Cl)cc1	-2.7	-3.5	-11.4	-26.0%	-3.2
2	C=CCN1C(=O)C(O)(CC(=O)c2ccc(N)cc2)c2ccccc21 (stereo unspecified)	-1.2	-4.9	0.7	-8.3%	0.1
3	Cc1cc(C)c2oc(=O)cc(CN3CCOCC3)c2c1	1.4	-4.6	-3.2	8.5%	0.4
4	Cc1ccc(NC(=O)CN(C)CC(=O)Nc2c(C)cccc2C)c(Br)c1	-8.9	2.1	-9.4	-13.3%	-0.5
5	CC1(C)CC(=O)C2=C(C1)OC(N)=C(C#N)C21CCN(Cc2ccccc2)CC1	-5.4	0.5	-15.7	-24.3%	8.5
6	[N-]=[N+]=NC(c1ccccc1)c1nc2ccccc2[nH]c1=O (stereo unspecified)	1.0	-0.1	-1.4	-0.2%	3.7
7	Cc1noc(C)c1COC(=O)CCOc1ccccc1	-1.1	-0.8	-10.1	-8.7%	-0.4
8	O=C(c1ccc(F)cc1)N1CCC(c2nc3ccccc3s2)CC1	-0.6	5.5	.	-21.1%	0.9
9	Cc1ccc(Cn2nc(C)c(NC(=O)c3cc(-c4ccc(F)cc4)on3)c2C)cc1	0.6	11.6	.	-23.4%	-1.2
10	Cc1cnc(C(=O)Nc2ccc(F)cc2)cn1	-11.8	2.3	19.3	-16.7%	0.3
11	CC1CCCCC1NC(=O)CCCn1c(=S)[nH]c2ccccc2c1=O (stereo unspecified)	1.1	-2.0	2.7	0.3%	-0.8
12	CC(=O)Nc1ccc(C2Sc3ccccc3NC3=C2C(=O)c2ccccc23)cc1 (stereo unspecified)	-3.4	3.4	.	-21.4%	-1.9
13	CSc1nc(C)cc(OCC(=O)N/N=C/c2ccccc2O)n1	0.1	-1.9	-2.7	-2.4%	0.4
14	COc1cccc(-c2nnc(-c3ccc4ccccc4c3)o2)c1	-1.2	.	.	-13.7%	.
15	CC1(C)CC(=O)C/C(=N\NC(=O)C2C3CCCCC32)C1 (stereo unspecified)	6.3	-1.2	-11.7	-17.6%	0.2

No.	TrxR1 inh	D2 ag	TrxR1 substrate	IDH1 R132H inh
1	14.7%[57.1 µM]	0.8	-4.7%[57.1 µM]	5.9%
2	-9.5%	0.8	-2.7%	2.7%
3	-11.0%	-0.5	-2.3%	-3.6%
4	3.8%	-0.3	0.7%	8.7%
5	-23.7%[57.1 µM]	3.0	10.8%[57.1 µM]	4.4%
6	-30.0%	-0.5	18.1%[57.1 µM]	-1.1%
7	-6.7%	0.1	-6.9%	7.8%
8	4.9%	-1.3	-6.0%	0.7%
9	13.0%	0.1	-6.4%	-11.5%
10	22.4%	0.6	7.0%	3.3%
11	-4.8%[57.1 µM]	1.7	10.0%[57.1 µM]	-0.7%
12	7.4%	0.9	-5.8%	-4.7%
13	8.5%	0.3	10.4%[0.0914 µM]	1.1%
14	-19.4%	.	17.9%	5.0%
15	-15.3%[57.1 µM]	-0.8	-2.3%[57.1 µM]	-6.2%

Next part, overlapping the part above by 5 compounds.
No.	Molecule	PI4K2A inh	TRHR PAM	D2 antagonist	USP1 inh	TRHR agonist
11	CC1CCCCC1NC(=O)CCCn1c(=S)[nH]c2ccccc2c1=O (stereo unspecified)	1.1	-2.0	2.7	0.3%	-0.8
12	CC(=O)Nc1ccc(C2Sc3ccccc3NC3=C2C(=O)c2ccccc23)cc1 (stereo unspecified)	-3.4	3.4	.	-21.4%	-1.9
13	CSc1nc(C)cc(OCC(=O)N/N=C/c2ccccc2O)n1	0.1	-1.9	-2.7	-2.4%	0.4
14	COc1cccc(-c2nnc(-c3ccc4ccccc4c3)o2)c1	-1.2	.	.	-13.7%	.
15	CC1(C)CC(=O)C/C(=N\NC(=O)C2C3CCCCC32)C1 (stereo unspecified)	6.3	-1.2	-11.7	-17.6%	0.2
16	O=C(CSc1nnc(Nc2ccccc2F)s1)NC(=O)CN1CCCC1=O	-14.1	-2.1	-1.8	-18.5%	0.1
17	O=C(NCCc1ccccc1)c1ccc(CSc2nc3ccncc3n2Cc2ccccc2F)cc1	2.2	-3.1	.	-11.0%	1.0
18	Cc1cc(C(=O)OCC(=O)Nc2cccc(S(N)(=O)=O)c2)c(C)o1	-0.1	.	.	-23.1%	.
19	CCOC(=O)C(NS(=O)(=O)c1ccccc1)(C(F)(F)F)P(=O)(OC(C)C)OC(C)C (stereo unspecified)	2.6	-3.3	.	-29.5%	-0.2
20	Cc1cc(NS(=O)(=O)c2ccc(NC(=O)COc3c(C)cc(Br)cc3C)cc2)no1	0.8&-0.4	2.5&3.2	5.8	-11.9%&-23.4%	-0.8&-0.7
21	COc1ccccc1/C=C/C=N/n1c(-c2cc(C)[nH]n2)n[nH]c1=S	3.2	-5.8	-2.1	-4.8%	-0.6
22	Cc1ccc(NCc2cc3cc4c(cc3n(CC(=O)Nc3ccc(C)cc3)c2=O)OCCO4)cc1	2.7	-4.3	.	-27.9%	15.6
23	COC(=O)C(C(=O)NCC1CCCO1)C1CCCC1 (stereo unspecified)	3.6	-3.5	9.1	1.4%	2.3
24	CCC(C)(C)NC(=O)C(c1cccc(OC)c1)N(C(=O)c1ccn[nH]1)c1cccc(OC)c1 (stereo unspecified)	0.4	3.7	13.9	-6.5%	-0.6
25	Cc1ccc(F)cc1NC(=O)CCC(=O)c1cccs1	-2.3	-7.0	11.1	-10.5%	-0.3
26	CCN1CCN(C(=O)/C=C/c2ccc(OC)cc2)CC1	-0.6	4.8	-15.0	-17.0%	0.2
27	CC(C)(C)NC(=O)N1CCN(c2ncccc2C(F)(F)F)CC1	0.4	-0.5	28.1	-11.9%	0.6
28	CN(CC(=O)Nc1cccc(F)c1)C(=O)COc1cccc2c1OC(C)(C)C2	-4.6	-4.7	-19.4	-14.3%	0.1
29	CCCNC(=O)COc1coc(CN2CCN(Cc3ccccc3)CC2)cc1=O	6.7	9.2	.	-8.3%	1.2
30	CC(C)NCC(O)COCCOc1ccc(Br)cc1 (stereo unspecified)	-3.7	1.9	-19.3	-12.9%	0.2

No.	TrxR1 inh	D2 ag	TrxR1 substrate	IDH1 R132H inh
11	-4.8%[57.1 µM]	1.7	10.0%[57.1 µM]	-0.7%
12	7.4%	0.9	-5.8%	-4.7%
13	8.5%	0.3	10.4%[0.0914 µM]	1.1%
14	-19.4%	.	17.9%	5.0%
15	-15.3%[57.1 µM]	-0.8	-2.3%[57.1 µM]	-6.2%
16	7.9%	-0.7	1.6%	-6.2%
17	18.2%	0.3	-2.0%	6.2%
18	13.5%	.	7.1%	1.3%
19	?	.	5.1%	6.1%
20	15.5%&2.7%	-0.2&-0.6	2.5%&5.1%	-2.5%&-14.8%
21	?	-0.8	-14.5%	0.7%
22	-7.4%	1.4	8.5%[0.457 µM]	3.6%
23	1.1%	0.1	0.3%	-0.7%
24	1.4%	-0.6	-4.9%	5.5%
25	2.9%[57.1 µM]	0.3	6.7%[57.1 µM]	1.2%
26	30.5%	0.7	9.2%	1.2%
27	3.6%	1.0	-4.7%	11.3%
28	2.9%	-0.2	3.2%	2.8%
29	11.0%	.	-1.0%	2.8%
30	-6.3%	0.4	-0.7%	0.1%

3 compounds already listed, ordered by formula weight, lowest first:
No.	Molecule	PI4K2A inh	TRHR PAM	D2 antagonist	USP1 inh	TRHR agonist
7	Cc1noc(C)c1COC(=O)CCOc1ccccc1	-1.1	-0.8	-10.1	-8.7%	-0.4
5	CC1(C)CC(=O)C2=C(C1)OC(N)=C(C#N)C21CCN(Cc2ccccc2)CC1	-5.4	0.5	-15.7	-24.3%	8.5
22	Cc1ccc(NCc2cc3cc4c(cc3n(CC(=O)Nc3ccc(C)cc3)c2=O)OCCO4)cc1	2.7	-4.3	.	-27.9%	15.6

No.	TrxR1 inh	D2 ag	TrxR1 substrate	IDH1 R132H inh
7	-6.7%	0.1	-6.9%	7.8%
5	-23.7%[57.1 µM]	3.0	10.8%[57.1 µM]	4.4%
22	-7.4%	1.4	8.5%[0.457 µM]	3.6%

Results in sequence from the list.
Nos. 18–29 in TRHR agonist read ., -0.2, -0.8&-0.7, -0.6, 15.6, 2.3, -0.6, -0.3, 0.2, 0.6, 0.1, 1.2

Next structures.
No.	Molecule	PI4K2A inh	TRHR PAM	D2 antagonist	USP1 inh	TRHR agonist
31	Cc1nnc(SCC(=O)Nc2ccc(S(=O)(=O)N3CCCC3)cc2)n1N	2.6	2.1	7.9	-24.9%	0.4
32	Cc1ccc([N+](=O)[O-])cc1NC(=O)c1ccc2c(c1)OCO2	4.0	-4.0	5.1	-12.0%	-0.5
33	CCc1nnc(NC(=O)c2cnccn2)s1	-4.8	3.7	9.0	-15.2%	-0.3
34	O=c1cc(C(F)(F)F)nc(SC/C=C/c2ccccc2)[nH]1	-0.7	-1.0	3.9	-20.2%	-0.2
35	CC(CC(=O)Nc1nnc(CC(C)(C)C)s1)c1ccccc1 (stereo unspecified)	-6.9	-1.2	-6.3	-21.2%	-0.3

No.	TrxR1 inh	D2 ag	TrxR1 substrate	IDH1 R132H inh
31	16.4%	-1.9	8.7%	5.5%
32	21.1%	-0.5	-0.4%[57.1 µM]	9.1%
33	11.7%	8.9	1.8%	-0.5%
34	-10.3%	-0.4	-3.9%	-6.2%
35	10.9%	-3.0	-2.8%	-5.5%

Screening data: PubChem BioAssay, National Center for Advancing Translational Sciences (NCATS)
